HKDC1 inh: inhibitors of human hexokinase HKDC1; 340,000 tested, 0.16% active; inhibition, % at 20 µM; recombinant HKDC1, G6PDH/diaphorase resazurin coupled fluorescence; AID 493160; Q2TB90;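 active means inhibition above about 35% when tested at 20 µM, limit read from the data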;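 further: plate controls were DMSO wells with enzyme for no effect and DMSO wells lacking enzyme for full effect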
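Assay system – recombinant HKDC1 (HK5) hexokinase enzyme, produced in-house · Input – HKDC1 at 5 µg/mL · Reagent – glucose plus 1 mM ATP as hexokinase substrates · Timing – 90 min reaction incubation at room temperature, dark · Measured by – G6PDH/diaphorase-coupled fluorescence, 1 mM NADP, 100 µM resazurin, 525/613 nm · Benchmarks – DMSO-enzyme wells negative, buffer-substituted wells positive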
MPTP inh: blocks calcium-induced mitochondrial swelling; inhibition, % at 10 µM; isolated mouse mitochondria, Ca2+ swelling absorbance, 30 min; 360,000 tested, 1.4% active;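 active means inhibition of 50% or more, scaled per plate between neutral and stimulator controls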;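 further: 0% = DMSO wells given calcium and 100% = 1 mM EGTA wells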
PfGluPho inh: PfG6PD (Plasmodium falciparum) enzyme inhibition; PfGluPho enzyme, NADPH resazurin-diaphorase fluorescence; inhibition, % at 20 µM; 350,000 tested, 0.78% active;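 active means inhibition reaching at least a set limit at 20 µM in the primary screen, cut at about 59% in these data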;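 further: 0% = DMSO wells with substrate and 100% = DMSO wells lacking glucose-6-phosphate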
SENP7 block: blocks the human protease SENP7; Q9BQF6; recombinant SENP7, Z-RLRGG-aminoluciferin luminescence, 40 min; inhibition, % at 5 µM; 330,000 tested, 1.5% active;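 active means inhibition above about 50% at the single test dose, limit read from the data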;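 further: plate controls were DMSO with enzyme for no effect and no enzyme buffer wells for full effect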
Target sequence (Q9BQF6 706-1050 limits assumed): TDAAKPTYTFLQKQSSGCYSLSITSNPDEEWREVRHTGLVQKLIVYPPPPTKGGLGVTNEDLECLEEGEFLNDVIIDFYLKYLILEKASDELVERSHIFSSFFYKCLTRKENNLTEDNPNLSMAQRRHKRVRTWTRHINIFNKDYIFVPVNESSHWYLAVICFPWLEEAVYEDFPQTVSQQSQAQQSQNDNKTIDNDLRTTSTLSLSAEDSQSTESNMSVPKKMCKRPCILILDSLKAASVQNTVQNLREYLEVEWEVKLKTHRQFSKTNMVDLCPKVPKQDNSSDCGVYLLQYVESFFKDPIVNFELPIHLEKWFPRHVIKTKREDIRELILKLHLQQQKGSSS
SENP8 block: blocks human SENP8 cleavage of Nedd8 substrate; 360,000 tested, 0.64% active; Q96LD8; inhibition, % at 20 µM; recombinant SENP8, Nedd8 substrate fluorescence; in the data active means inhibition mostly above about 40%, no sharp cut-off; inactive means mostly below about 27%
Target sequence (Q96LD8 whole entry, looked up): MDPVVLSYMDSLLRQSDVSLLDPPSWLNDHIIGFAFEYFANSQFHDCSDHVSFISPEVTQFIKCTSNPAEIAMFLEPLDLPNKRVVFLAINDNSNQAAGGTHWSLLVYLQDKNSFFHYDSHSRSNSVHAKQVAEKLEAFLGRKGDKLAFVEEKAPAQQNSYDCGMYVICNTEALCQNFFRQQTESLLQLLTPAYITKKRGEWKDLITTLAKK
ATG4B inh: blocks human ATG4B protease cleavage of LC3 substrate. Q9Y4P1. ATG4B cleavage of LC3-PLA2, NBD-HPC fluorescence, 1 h. inhibition, % at 8.33 µM. 340,000 tested, 0.51% active. AID 504462; in the data active means inhibition above about 40%
Target sequence (Q9Y4P1 whole entry, looked up): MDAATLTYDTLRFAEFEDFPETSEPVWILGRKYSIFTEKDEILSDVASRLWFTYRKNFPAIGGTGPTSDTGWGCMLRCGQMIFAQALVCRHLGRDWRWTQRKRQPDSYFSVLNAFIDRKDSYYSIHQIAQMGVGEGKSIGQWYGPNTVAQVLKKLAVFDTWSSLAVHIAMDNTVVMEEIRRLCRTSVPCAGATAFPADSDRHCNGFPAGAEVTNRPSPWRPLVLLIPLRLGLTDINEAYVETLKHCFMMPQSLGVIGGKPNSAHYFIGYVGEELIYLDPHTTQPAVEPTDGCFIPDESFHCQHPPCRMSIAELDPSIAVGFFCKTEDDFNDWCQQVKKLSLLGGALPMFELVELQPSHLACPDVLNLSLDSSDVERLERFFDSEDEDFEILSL
SENP6 block: blocks the human protease SENP6. Q9GZR1. Recombinant SENP6 catalytic domain, aminoluciferin luminescence. inhibition, % at 10 µM. 330,000 tested, 1.8% active;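 active means inhibition above about 50% at the single tested dose, limit read from the data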;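 further: plate controls were DMSO wells with enzyme for no effect and DMSO wells lacking enzyme for full effect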
GRIN3A LBD mod: NR3A (human) ligand-binding domain modulation | NR3A LBD differential scanning fluorimetry, Tm shift; 0% = protein alone, 100% = glycine-bound protein | Tm shift relative to glycine control, % at 25 µM | 340,000 tested, 2.5% active;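 active means melting temperature shift of at least 10% of the positive control shift, at one fixed dose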
* marks the source's active call; other numbers are inactive results; i = inactive; x = no result given.

Molecule	ATG4B inh	SENP6 block	MPTP inh	SENP8 block	HKDC1 inh	GRIN3A LBD mod	SENP7 block	PfGluPho inh
Cc1nn(CC(=O)N(C)C)c(=O)c2ccccc12	-5.5	4.7	1.6	4.4	-7.7	-0.3	12.6	2.1
Fc1ccc(Nc2c(-c3ccco3)nc3ccccn23)cc1	6.3	4.0	-3.6	-415.8	-1.4	-1.9	-4.9	6.9
O=C(NCCc1ccccc1)C1CCN(S(=O)(=O)c2ccccc2)CC1	1.0	-1.8	-1.8	11.6	16.1	9.7	2.4	-3.0
COCC1CCCCN1Cc1cn[nH]c1-c1ccc(OC)cc1OC (configuration not stated)	-1.1	11.3	0.6	2.4	-4.3	-1.1	0.1	1.4
COc1ccc(C2c3c(ncn(CCCO)c3=N)Oc3ccc4ccccc4c32)cc1OC (configuration not stated)	-14.7	-3.5	-3.6	10.6	-11.0	-0.1	2.8	-25.6
COc1ccc(N(Cc2ccc(N(C)C)cc2)C(=O)c2ccc(S(C)(=O)=O)cc2)cc1	-7.8	-11.6	0.5	-4.4	3.8	-1.6	-0.8	9.7
C=Cc1cccc(NC(=O)c2ccc(NC(=O)c3ccco3)cc2)c1	-14.0	-14.0	-1.2	-8.0	-2.9	31.1*	0.2	18.4
COc1cc(OC)cc(-c2cc3nc(C4CCN(C(=O)OC(C)(C)C)CC4)cc(=O)n3[nH]2)c1	-8.0	14.0	4.5	-53.5	-0.2	-4.2	5.7	-19.8
N#Cc1c(-c2ccccc2)nc(SCC(=O)N2c3ccccc3Sc3ccccc32)[nH]c1=O	57.4*	16.7	33.1	-33.0	10.7	-8.0	8.5	-28.0
COCCSc1nnc(NC(=O)C2CC(=O)N(c3ccccc3)C2)s1 (configuration not stated)	-2.3	4.0	-1.5	-5.8	-5.7	-1.1	3.4	1.1
Nc1c(Cl)ncnc1N/N=C/c1cccnc1	-9.6	1.3	0.5	-20.4	0.2	0.9	3.8	20.2
COc1ccc(N2CCN(C(=O)/C=C/c3ccco3)CC2)cc1	-7.3	-14.4	1.0	8.5	6.0	-1.1	6.5	-11.4
CCn1c(/C=C/c2c(C)[nH]c3ccccc23)nc2ccccc2c1=O	-4.7	5.4	5.1	-111.8	-11.9	-1.4	4.9	-2.7
CCc1noc(C)c1C(=O)Nc1sc(C(=O)N(C)C)c(C)c1C(=O)OC	-4.2	-5.0	-0.3	-32.4	-2.2	-0.6	3.7	-2.9
CCC(C)Sc1cccc(-c2nc3ccc(Cl)cn3c2NCc2ccccc2)c1 (configuration not stated)	19.0	-14.7	7.4	-460.6	4.5	-9.4	7.0	27.6
COC(=O)C1=C(C)N(Cc2ccco2)C(=O)/C1=C\c1ccc([N+](=O)[O-])cc1	4.8	10.4	0.1	-23.0	9.0	-3.5	1.3	25.2
COc1ccc2c(c1)sc(=N)n2CC(=O)Nc1cc(C)cc(C)c1	0.8	1.2	-0.6	4.6	-7.4	1.7	-1.2	2.5
CS(=O)(=O)NCCSCc1ccco1	1.5	1.6	-0.6	3.3	4.3	2.1	-6.3	-10.9
Nc1cccc(C(=O)c2ccccc2C(=O)O)c1	10.3	x	0.5	10.5	16.5	-2.5	x	3.4
O=C(CSc1nc2ncccc2[nH]1)NCc1ccco1	-12.5	-8.3	1.1	0.9	-4.2	1.3	1.6	20.7
COc1cccc(CN2CC(C(=O)NCc3ccc(C)o3)CCC2=O)c1 (configuration not stated)	2.0	-24.7	-1.2	6.2	-0.4	-0.1	10.8	8.0
CCCOc1ccc(C=Nc2ccc(OC)c(S(=O)(=O)N3CCOCC3)c2)c(O)c1	7.1	0.2	-1.1	-21.3	-1.6	-1.0	6.3	-8.2
O=C(CN1CCOCC1)N1CCN(S(=O)(=O)c2ccccc2)C1c1ccccc1 (configuration not stated)	3.0	2.6	-1.3	7.4	-6.3	-0.5	3.2	-11.6
COc1ccc(NS(=O)(=O)c2ccc(OCC(=O)N3CCOCC3)cc2)cc1Cl	-1.7	-22.1	0.2	-1.0	-4.2	2.9	-0.2	6.5
CCOC(=O)Nc1sc(C)nc1-c1ccccc1	-0.8	5.5	-2.2	-2.5	-0.7	9.9	-8.0	-23.8
Cc1ccc(CCS(=O)(=O)c2ccc(C(C)(C)C)cc2)cn1	-9.0	-11.7	19.4	0.7	-3.4	-1.7	-10.2	2.6
COc1ccc(OC)c(-c2c3cc(O)c(=O)cc-3oc3cc(O)c(O)cc23)c1	-137.7	x	15.4	6.5	34.5	-17.4	x	37.1
C/C(=N\Nc1nc(Cl)c(Cl)cc1Cl)c1ccc(S(=O)(=O)NCc2ccco2)cc1	-2.1	-14.0	12.9	-6.8	9.0	1.9	2.0	-5.1
COc1ccc(NC(=O)N(CCc2ccccc2)Cc2cc3c(C)cc(C)cc3[nH]c2=O)cc1	0.5	-11.8	5.6	4.2	0.9	-0.7	-3.0	-3.3
Cc1ccc(S(=O)(=O)NCCC(=O)Nc2ncccc2O)cc1C	-5.5	-6.1	1.1	-21.5	0.1	1.1	-5.8	-2.5
CCn1c(=O)c([N+](=O)[O-])c(Cl)c2ccccc21	1.7	-6.0	-0.5	3.4	5.4	-2.2	-12.8	21.8
CCn1nnnc1SCC(=O)Nc1nc2ccc(OC)cc2s1	0.1	-2.3	-2.4	15.2	-2.0	2.9	4.8	0.5
Cc1ccc(/C=C2\SC(=S)N(CC3CCCO3)C2=O)o1 (configuration not stated)	3.3	8.3	4.3	33.6	13.3	1.1	7.0	8.3
Cc1cc(C(=O)N/N=C/c2cc(Br)cc(Br)c2OC(=O)c2cccc(F)c2)n[nH]1	44.0*	3.8	0.0	9.4	-10.3	6.0	3.1	28.9
COc1ccc(C(C)C)cc1S(=O)(=O)N1CCN(C)CC1	-11.0	-3.7	0.0	17.2	-1.9	1.0	-1.2	-4.3
Cc1ccc(C)n1-c1ccc(C(=O)NC2CCN(Cc3ccccc3)CC2)cc1	7.2	-3.8	1.9	3.8	-1.8	-0.1	1.6	-5.9
CC1CN(C(=O)CSc2nnc(-c3ccccc3)o2)CC(C)O1 (configuration not stated)	4.4	-6.3	-1.1	13.8	3.2	0.3	0.8	-7.7
COc1cc(C(=O)OCCCN2CCOCC2)ccc1O	1.7	-21.5	-2.0	11.7	-9.1	-1.3	-5.3	3.2
CC(NC(=O)C(Cc1ccccc1)NC(=O)c1ccccc1)C(=O)O (configuration not stated)	-9.5	-3.0	4.7	5.0	-8.1	-1.6	-4.5	0.3
O=C(c1cccc([N+](=O)[O-])c1)c1ccc2c(c1)OCCOCCOCCO2	-1.8	-6.6	1.7	26.8	-3.3	1.5	-9.1	17.6
Cc1cc2ccccc2nc1SCC(=O)N1c2ccccc2CC1C (configuration not stated)	-3.1	-4.0	0.2	20.8	-0.7	0.6	-2.2	-3.2
COc1ccc(-c2oc3cccnc3c2C#CCO)cc1	-5.9	-13.5	-1.0	-481.0	3.6	-5.2	-7.1	20.9
O=C(C/C=N\OCc1ccc(Cl)cc1Cl)Nc1ccccc1	1.4	-4.1	-1.4	4.4	-9.0	-1.8	2.6	-10.8
O=C(OCC#CCSc1nc2ccccc2s1)c1ccco1	23.8	-0.6	-0.2	7.3	21.6	-0.8	7.9	23.7
Cc1[nH]c2ccc(C(=O)OC(C)C(=O)N(C)c3ccccc3)cc2c1C (configuration not stated)	-4.3	-2.0	-0.8	-92.3	3.3	-7.3	3.5	-4.8
CC(C)CSc1nc2ccccc2n1CC(=O)O	-2.9	9.1	0.5	7.1	-3.7	1.2	2.7	-2.4
Cc1cc(=O)oc2c1c(C)nn2-c1nn[nH]n1	-12.4	-13.9	0.3	19.7	-5.3	-0.4	0.7	9.7
COc1cccc(NC(=S)N2c3ccccc3CC2C)c1 (configuration not stated)	-5.5	-6.9	-0.3	8.1	-1.3	-2.3	9.1	16.9
Cc1c(N)cc(C(=O)N2CCOCC2)cc1[N+](=O)[O-]	-12.2	-14.5	-0.4	6.2	1.3	-3.4	-11.0	0.7
NC(=O)CN1CCN(S(=O)(=O)c2ccc(Br)cc2)CC1	-1.7	-7.6	2.2	11.7	-5.8	-0.4	-5.8	2.3

Reformatted: results already given
The line under a structure holds: ATG4B inh	SENP6 block	MPTP inh	SENP8 block	HKDC1 inh	GRIN3A LBD mod	SENP7 block	PfGluPho inh
> COc1ccc(N(Cc2ccc(N(C)C)cc2)C(=O)c2ccc(S(C)(=O)=O)cc2)cc1
→ -7.8	-11.6	0.5	-4.4	3.8	-1.6	-0.8	9.7
> COC(=O)C1=C(C)N(Cc2ccco2)C(=O)/C1=C\c1ccc([N+](=O)[O-])cc1
→ 4.8	10.4	0.1	-23.0	9.0	-3.5	1.3	25.2
> O=C(NCCc1ccccc1)C1CCN(S(=O)(=O)c2ccccc2)CC1
→ 1.0	-1.8	-1.8	11.6	16.1	9.7	2.4	-3.0
> CC1CN(C(=O)CSc2nnc(-c3ccccc3)o2)CC(C)O1 (configuration not stated)
→ 4.4	-6.3	-1.1	13.8	3.2	0.3	0.8	-7.7

The list goes on:
Molecule	ATG4B inh	SENP6 block	MPTP inh	SENP8 block	HKDC1 inh	GRIN3A LBD mod	SENP7 block	PfGluPho inh
Cc1cc(-c2nnc(SCC(=O)Nc3ccc(F)cc3)n2N)n[nH]1	2.3	10.8	-3.4	21.4	-4.0	-0.1	2.0	2.4
CC1CCc2cc(F)ccc2N1C(=O)c1cccs1 (configuration not stated)	-20.7	-13.6	-1.8	-2.5	-3.2	0.4	-4.0	9.4
Cc1cccc2sc(N(CCN3CCOCC3)C(=O)CCS(=O)(=O)c3ccccc3)nc12	-24.9	-6.1	-1.1	6.0	-1.8	3.1	-13.2	7.6
Nc1c(C(=O)OCC2CCCO2)c2nc3ccccc3nc2n1C1CCCC1 (configuration not stated)	-3.6	-0.5	5.0	-287.8	7.4	-2.4	-2.2	48.6
COc1ccc(C(O)(c2ccccc2)C(C(=O)O)c2ccccc2)cc1 (configuration not stated)	-1.3	x	0.6	3.0	-0.8	1.5	x	7.2
CCCCCCSc1cc(-c2nc3cnccn3c2NCCCC)ccc1OC	-8.1	-2.7	1.9	i	2.1	0.8	-1.3	29.5
O=C(O)c1cccc(NC(=O)c2cccc(S(=O)(=O)N3CCc4ccccc4C3)c2)c1	-0.2	17.9	-1.5	3.4	-5.8	0.5	7.0	-26.1
CCc1sc(C(=O)Nc2cccc(C(C)=O)c2)cc1C	-5.6	-2.1	3.8	17.6	-3.9	-0.3	3.0	35.7
COc1ccc(CCNC(=O)c2cc(-c3ccncc3)nc3c(Cl)cccc23)cc1OC	-13.7	-14.3	-0.2	11.6	0.4	-2.3	-8.9	8.4
COC(=O)C1=C(C)N=C2SC(C#N)=C(N)N2C1c1ccc(OC)cc1 (configuration not stated)	2.2	-8.0	-0.2	-38.3	-1.9	0.7	-5.1	-3.4
COc1ccc(-c2c(C#N)c(C)nc3c2C(=O)c2ccccc2-3)cc1	-0.2	-1.4	-1.5	-16.3	0.8	3.6	1.8	-6.1
CC(=O)Nc1ccc2nc(NC(=O)c3cccs3)sc2c1	-0.9	92.8*	1.7	-408.8	-0.7	6.6	91.5*	-7.4
Cc1ccc(C)c(N(CC(=O)Nc2ccccc2C(=O)NCc2ccco2)S(=O)(=O)c2ccccc2)c1	2.8	-1.1	1.4	-43.8	-0.3	3.8	-1.0	10.5
Cc1cc2c(c(SCC(=O)NCCc3ccccc3)n1)C(=O)OC2	-10.2	22.4	-1.7	27.2	-2.4	0.2	2.6	-4.5
Cc1ccc(-n2c(Cc3ccccc3)nnc2SCC(=O)NNC(=O)Cc2ccccc2)cc1	-6.7	4.5	-2.3	2.2	-2.4	-1.4	-2.0	-40.5

Screens: PubChem, Sanford-Burnham Center for Chemical Genomics
